Anthrax LF prot: anthrax lethal factor protease inhibition. P15917. multiplex microsphere protease cleavage assay, LF. inhibition, % at 10 µM. 360,000 tested, 0.12% active. AID 588501; also: plate controls were buffer without enzyme for full effect and enzyme alone for no effect
PfHsp40 yeast: rescue of PfHsp40-mediated yeast toxicity. S. cerevisiae expressing PfHsp40, growth rescue, ATP luminescence. growth rescue, % at 12.5 µM. 340,000 tested, 0.68% active. AID 504582; in the data active = growth rescue above about 28%, passing the limit was not always enough; inconclusive = no clear call, values can overlap the other calls;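 also: yeast W303a lacking pdr1 and pdr3 grown in galactose medium; growth measured after three days at 30 °C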
BoNT-A LC inh2: inhibitors of Botulinum neurotoxin A light chain protease | multiplex microsphere protease substrate cleavage, flow cytometry | inhibition, % at 10 µM | 360,000 tested, 0.17% active; also: plate controls were buffer without enzyme for full effect and enzyme alone for no effect
BoNT F protease: BoNT F light chain protease inhibition; inhibition, % at 10 µM; 360,000 tested, 0.22% active; Multiplex microsphere protease cleavage assay, flow cytometry; in the data active = inhibition above about 35%, passing the limit was not always enough; inconclusive = no clear call, values can overlap the other calls; also: plate controls were buffer without enzyme for full effect and enzyme alone for no effect
Mtb FBA inh: inhibitors of M. tuberculosis fructose-bisphosphate aldolase; 360,000 tested, 2.3% active; AID 588726; purified M. tuberculosis FBA, fluorescence read-out; inhibition, % at 1 µM; in the data active = inhibition above about 27%;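 also: 0% = vehicle and 100% = reference inhibitor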
Target sequence (P9WQA3 whole entry, looked up): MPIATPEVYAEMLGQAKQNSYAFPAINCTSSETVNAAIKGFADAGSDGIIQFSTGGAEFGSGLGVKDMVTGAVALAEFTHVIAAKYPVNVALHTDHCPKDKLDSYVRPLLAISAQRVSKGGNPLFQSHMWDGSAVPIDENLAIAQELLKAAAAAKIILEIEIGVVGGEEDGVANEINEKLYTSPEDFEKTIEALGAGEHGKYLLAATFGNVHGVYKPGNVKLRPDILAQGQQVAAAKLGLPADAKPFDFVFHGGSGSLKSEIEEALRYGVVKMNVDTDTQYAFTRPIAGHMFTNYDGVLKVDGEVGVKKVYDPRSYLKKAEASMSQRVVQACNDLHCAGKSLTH
UGM FP inh: blocks M. tuberculosis UGM enzyme; AID 504406; 320,000 tested, 0.06% active; inhibition, % at 10 µM; purified UGM, fluorescence polarization probe displacement; in the data active = inhibition above about 10%, passing the limit was not always enough; inconclusive = no clear call, values can overlap the other calls
Target sequence (P9WIQ1 whole entry, looked up): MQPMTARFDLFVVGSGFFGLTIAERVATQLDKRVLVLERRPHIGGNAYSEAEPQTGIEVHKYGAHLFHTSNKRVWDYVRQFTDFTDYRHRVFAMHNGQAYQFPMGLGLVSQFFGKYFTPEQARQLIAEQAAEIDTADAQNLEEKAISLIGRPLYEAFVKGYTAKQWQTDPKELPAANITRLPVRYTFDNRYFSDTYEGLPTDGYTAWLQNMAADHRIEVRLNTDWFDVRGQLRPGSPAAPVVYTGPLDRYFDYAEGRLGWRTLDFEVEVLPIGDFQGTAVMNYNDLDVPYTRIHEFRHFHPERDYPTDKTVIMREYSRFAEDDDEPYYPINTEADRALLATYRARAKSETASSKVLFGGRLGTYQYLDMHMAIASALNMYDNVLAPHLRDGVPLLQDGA
BioA inh: BioA (M. tuberculosis) enzyme inhibition; purified M. tuberculosis BioA enzyme, plate reader; inhibition, % at 9.99 µM; 360,000 tested, 0.096% active; AID 602481; in the data active = inhibition above about 40%; inconclusive = no clear call, values can overlap the other calls
FadD28 FP inh: inhibitors of Mycobacterium tuberculosis FadD28 bisubstrate binding; FadD28 bisubstrate probe binding, fluorescence polarization; 360,000 tested, 0.22% active; inhibition, % at 12.5 µM; AID 588549; in the data active = inhibition above about 8.5%, passing the limit was not always enough; inconclusive = no clear call, values can overlap the other calls
GDH-TPI inh: counter-screen for M. tuberculosis FBA inhibitors: GDH-TPI coupled enzymes; GDH-TPI coupled enzyme counterscreen, NADH absorbance; inhibition, % at 4.8 µM; 360,000 tested, 1.2% active; AID 588335; in the data active = inhibition above about 30%;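 also: 0% = DMSO wells and 100% = wells lacking the enzyme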
The depositor's hits bear a star; u = inconclusive; x = not tested or not shown. Rule as the data show it, unless noted: active = inhibition above about 30%; inconclusive = no clear call, values can overlap the other calls; inactive = below that.

SMILES	Anthrax LF prot	PfHsp40 yeast	BoNT-A LC inh2	BoNT F protease	Mtb FBA inh	UGM FP inh	BioA inh	FadD28 FP inh	GDH-TPI inh
CN(CCc1ccccc1)C(=O)c1ccc(NC(=O)Cc2ccc(NC(=O)C3CCCN(C(=O)c4ccccc4)C3)cc2)cc1 (stereo unspecified)	-2	0.2	0.3	2	-1	x	0.4	-2.6	0
O=C(O)CSc1cc(C(F)(F)F)nc(-c2ccccn2)n1	14	-0.5	1.1	11	0	-1.6	-1.6	1.7	-6
CCOC(=O)c1sc2nc(N3CCOCC3)c3c(c2c1N)CCN(Cc1ccccc1)C3	5	1.3	8.3	-5	19	-1.7	1.2	-1.6	23
Cc1ccc2c(c1)nnn2C1CCN(CC(=O)Nc2ccc3c(c2)OCCO3)CC1	-3	0.0	1.6	-7	-3	-2.3	0.8	-1.4	7
CC1CN(S(=O)(=O)c2cccc(C(=O)NCc3ccc4c(c3)OCO4)c2)CC(C)O1 (stereo unspecified)	-3	0.6	-0.1	3	2	-4.6	-0.1	-1.3	1
Cc1nn(C)c(C)c1CN(C)S(=O)(=O)c1ccc2ccccc2c1	-4	-0.4	-0.6	-20	0	-1.1	6.5	-1.3	13
O=C(Cc1ccc([N+](=O)[O-])cc1)NCCc1ccc2c(c1)OCO2	-4	0.4	0.4	12	3	x	x	-0.2	3
COCCNc1ncnc2c1ncn2[C@H]1CN(Cc2ccc3c(c2)OCO3)C[C@@H](CO)O1	4	x	-0.4	-4	-2	x	-0.5	-2.0	13
Cc1cc(O)cc(O)c1C(=O)Cc1ccccc1	1	-1.3	-0.1	8	0	1.5	x	-1.5	7
COc1ccc(N=c2scc(C)n2CCCN2CCCC2=O)cc1	-3	-2.0	-0.7	1	3	-3.9	x	-3.2	-2
COC(=O)c1ccccc1NC(=O)c1noc2c1CCCC2	-2	1.1	2.5	1	-5	0.9	-1.1	-4.1	-7
CCOC(=O)c1nn(-c2ccccc2F)c2nc(Nc3ccccc3)cc(=O)n12	-1	0.1	0.0	-7	-2	2.1	x	-1.8	6
COc1cc(CN2CCN(Cc3c[nH]c4ccccc34)CC2CCO)cc(OC)c1 (stereo unspecified)	-14	-0.7	-6.5	u	1	5.3	2.4	-1.3	-2
Cc1ccccc1NC(=O)c1sc(NC(=O)COc2ccccc2)c(C#N)c1C	1	0.0	0.6	0	4	-1.5	-1.8	-2.0	22
O=C(NCC(c1cccnc1)N1CCOCC1)c1cccs1 (stereo unspecified)	1	-1.3	0.1	15	1	-0.3	0.4	-1.4	2

4 entries drawn at random from the list so far, as already listed:
SMILES	Anthrax LF prot	PfHsp40 yeast	BoNT-A LC inh2	BoNT F protease	Mtb FBA inh	UGM FP inh	BioA inh	FadD28 FP inh	GDH-TPI inh
CC1CN(S(=O)(=O)c2cccc(C(=O)NCc3ccc4c(c3)OCO4)c2)CC(C)O1 (stereo unspecified)	-3	0.6	-0.1	3	2	-4.6	-0.1	-1.3	1
CCOC(=O)c1nn(-c2ccccc2F)c2nc(Nc3ccccc3)cc(=O)n12	-1	0.1	0.0	-7	-2	2.1	x	-1.8	6
COc1cc(CN2CCN(Cc3c[nH]c4ccccc34)CC2CCO)cc(OC)c1 (stereo unspecified)	-14	-0.7	-6.5	u	1	5.3	2.4	-1.3	-2
Cc1ccccc1NC(=O)c1sc(NC(=O)COc2ccccc2)c(C#N)c1C	1	0.0	0.6	0	4	-1.5	-1.8	-2.0	22

(list continues)
SMILES	Anthrax LF prot	PfHsp40 yeast	BoNT-A LC inh2	BoNT F protease	Mtb FBA inh	UGM FP inh	BioA inh	FadD28 FP inh	GDH-TPI inh
O=C(NC(=S)Nc1nc(-c2cccc([N+](=O)[O-])c2)cs1)c1ccccc1Cl	-4	-0.1	-0.5	-6	0	-1.2	x	-3.0	1
COc1ccc(/C=N/NC(=O)c2nc(-c3ccccc3)cc(-c3ccccc3)n2)cc1OC	-1	0.0	0.1	-10	-1	-2.1	x	-6.0	12
Cc1ccc(-c2c(C)n([O-])c3c([n+]2=O)CCCCC3)o1	-8	0.0	0.4	0	1	1.5	0.8	-1.7	7
C=CCOc1ccnc(-c2ccccc2)n1	-25	-0.3	1.5	u	1	1.0	1.3	-2.8	2
O=C(Cn1cnc2c(oc3ccccc32)c1=O)N1CCN(c2ccccc2)CC1	4	-0.7	0.5	5	-1	1.4	-0.1	0.9	20
O=c1c2c(-c3cccs3)csc2ncn1/N=C/c1ccccn1	-4	-0.2	0.4	-9	3	-3.5	0.6	0.3	2
O=c1[nH]c(O)c(N=Nc2cccc(S(=O)(=O)N3CCOCC3)c2)c(=O)[nH]1	-1	0.4	-0.8	-2	-4	2.4	x	-2.5	20
O=C(CNC(=O)C(c1ccccc1)c1ccccc1)N/N=C/c1ccc(O)c([N+](=O)[O-])c1	-1	0.0	0.1	1	-7	3.2	0.1	0.4	23
CCOC(=O)C(=O)NNc1cccc(C)c1C	-2	0.2	0.3	0	3	1.1	-1.2	-0.6	9
O=S(=O)(NCc1ccccc1)[C@@H]1CC2C=CC1C2 (stereo partly specified)	0	-1.0	-0.4	0	0	0.3	-0.9	1.1	8
COc1ccccc1NC(=O)N1CCC(c2nc3cc(C)c(C)cc3[nH]2)CC1	0	1.1	0.6	-1	1	-1.3	-3.2	-1.6	5
NC(=O)c1cnn(Cc2ccc(Cl)cc2)c1N	2	-1.5	-0.9	2	-1	1.2	2.9	-5.5	-13
COc1ccc(C(=O)N2CCN(c3ncccn3)CC2)cc1[N+](=O)[O-]	x	-1.8	x	x	-4	-1.6	2.5	-2.7	14
NC(=O)[C@@H]1[C@@H]2C(=O)N(c3ccc(F)cc3)C(=O)[C@@H]2[C@H]2C=Cc3ccccc3N21	-21	0.5	6.0	-15	1	0.4	0.3	-8.4	2
CCS(=O)(=O)c1ccc(-c2csc(-c3ccccc3)n2)c(Cl)c1Cl	0	-1.1	-0.1	-11	2	-0.2	x	-1.3	7

Some of these compounds in order of count of non-hydrogen atoms, lowest first:
SMILES	Anthrax LF prot	PfHsp40 yeast	BoNT-A LC inh2	BoNT F protease	Mtb FBA inh	UGM FP inh	BioA inh	FadD28 FP inh	GDH-TPI inh
C=CCOc1ccnc(-c2ccccc2)n1	-25	-0.3	1.5	u	1	1.0	1.3	-2.8	2
CCS(=O)(=O)c1ccc(-c2csc(-c3ccccc3)n2)c(Cl)c1Cl	0	-1.1	-0.1	-11	2	-0.2	x	-1.3	7
O=C(Cn1cnc2c(oc3ccccc32)c1=O)N1CCN(c2ccccc2)CC1	4	-0.7	0.5	5	-1	1.4	-0.1	0.9	20
COc1ccc(/C=N/NC(=O)c2nc(-c3ccccc3)cc(-c3ccccc3)n2)cc1OC	-1	0.0	0.1	-10	-1	-2.1	x	-6.0	12

Other results.
SMILES	Anthrax LF prot	PfHsp40 yeast	BoNT-A LC inh2	BoNT F protease	Mtb FBA inh	UGM FP inh	BioA inh	FadD28 FP inh	GDH-TPI inh
C/C(=N/NC(=O)c1ccc2c(c1)OCO2)c1cccc([N+](=O)[O-])c1	0	0.3	1.7	-2	-2	-2.6	-0.3	-3.6	3
CCc1cc(=O)oc2c3c(cc(OCC(=O)Nc4cccnc4)c12)OC(C)(C)CC3	-4	9.4	-1.3	-8	34*	-1.9	19	-11	24
CCCc1nnc(SCC(=O)N2CCCCC2C)n1CCOC (stereo unspecified)	10	0.8	-0.7	0	4	2.5	x	-0.9	1
CC(=O)C1=C(NC(=O)c2ccccc2F)C[C@@H]2[C@H]1C2(C)C	5	-1.0	-1.2	-4	3	3.5	-0.3	-4.1	9
Cc1ccc(C(=O)N2CCSCC2)cc1	-3	0.0	0.7	0	0	1.4	1.4	-2.1	-2
COc1ccc(C(=O)N2CCNC(=O)C2CC(=O)Nc2cc(Cl)ccc2OC)cc1 (stereo unspecified)	12	0.3	2.5	-1	0	0.4	1.6	-4.4	8
CCOC(=O)CC1CCCCN1Cc1cn(C)nc1-c1ccc2c(c1)OCCO2 (stereo unspecified)	0	2.0	0.5	-4	0	1.8	-0.1	0.0	-5
O=C1C(Cl)=C(N2CCCCC2)C(=O)N1Cc1ccccc1	0	-0.4	2.2	-1	3	0.0	-1.0	-0.3	3
O=C1c2cccc3cccc(c23)C(=O)N1Nc1ccccc1	-5	2.5	0.7	-2	4	-2.6	-1.1	-0.5	14
O=C(CN1C(=O)CSC1=O)Nc1ccc(F)c(F)c1F	9	0.9	-0.5	1	-2	-4.6	0.2	0.4	5
O=S(=O)(Nc1ccc(-c2cn3c(n2)SCC3)cc1)c1cccs1	-3	-1.5	0.4	-5	0	1.4	x	2.5	12
CCN(CC)c1cnn(C/C(=N\OC)c2ccc(Cl)cc2)c(=O)c1Br	-4	-0.3	-0.6	-14	4	5.0	x	-2.2	8
Cc1ccc(Nc2nc(CSc3nnc(-c4cccs4)o3)cs2)cc1	-2	1.1	-0.4	-13	2	-0.8	0.4	0.3	6
CCc1ccc([C@@H]2C[C@H]3[C@@H](CN2S(=O)(=O)c2ccc(C)cc2)C(=O)C[C@@H](c2cccc(Cl)c2)N3S(=O)(=O)c2ccc(C)cc2)cc1	0	x	-0.4	-2	0	x	-2.5	-1.8	9
O=C(c1csc2c1CCCC2)N1CCN(c2ccccc2)CC1	-8	2.1	-0.9	-30	3	0.4	-0.1	-0.3	4
COc1cc(COc2ccc(S(=O)(=O)N3CCOCC3)cc2[N+](=O)[O-])ccc1OC(F)F	0	0.9	-0.1	0	1	x	-1.0	0.0	-3
COC(=O)[C@@]1(C)CC[C@]2(C)CC[C@@]3(C)C(=CC(=O)C4[C@@]5(C)CC[C@H](O)C(C)(C)[C@@H]5CC[C@]43C)[C@H]2C1 (stereo partly specified)	3	-1.0	0.1	-5	7	-1.2	-1.7	-1.4	8
CCN(CC)c1nc(C)c(C(=S)Nc2cc([N+](=O)[O-])ccc2Cl)s1	10	-0.9	13	6	-3	-1.4	x	0.4	10
Cc1cc(C(=O)NC2CCCC(C)C2C)c2ccccc2n1 (stereo unspecified)	2	0.5	0.9	2	-1	-1.4	-1.3	-3.8	6
CC(=O)CCc1oc2ccc(C)cc2c1Cc1ccccc1	-13	4.5	0.7	-2	1	1.7	1.6	-1.4	7
CCN(CC)CCn1c2c(c(SCC(=O)Nc3cc(C)cc(C)c3)nc1=O)CCC2	0	1.4	-0.2	-7	0	0.7	x	-1.4	-7
CCC(NC(=O)NC1=NCCS1)(C(F)(F)F)C(F)(F)F	2	10	-0.4	-2	1	-0.5	-0.6	-3.1	-4
COc1ccccc1CC(=O)Nc1cccc(C)n1	-6	0.2	-0.4	-1	0	0.1	-2.0	-3.0	-1
Cc1cc(C)c2c(N)c(C(=O)Nc3ccccc3F)sc2n1	3	4.6	-3.5	u	26	0.1	0.5	-0.4	11
COc1ccccc1NC(=O)N1CCCC(c2nc3c(nnn3Cc3ccc(C)cc3)c(=O)[nH]2)C1 (stereo unspecified)	-2	-0.2	-0.1	-2	-2	x	4.3	-1.1	-4
Cc1ccccc1NC(=O)Cc1nc(COC(=O)CNS(=O)(=O)c2cccc(Br)c2)cs1	5	-0.8	-2.0	-3	1	-0.2	-1.7	-1.0	-6
C=CCNc1ncnc2c1ncn2[C@H]1CN(Cc2ccco2)C[C@@H](CO)O1	-4	x	0.5	-1	1	x	1.6	0.2	3
CCOc1ccc2nc(N3CCC(C(=O)N4CCN(C5CCCCC5)CC4)CC3)sc2c1	4	0.1	0.7	-2	-2	-1.0	-2.9	-2.8	3
Fc1ccccc1CSc1nnc(Cn2cnc3ccccc32)n1-c1ccccc1	1	1.0	-0.4	-12	-4	-2.1	1.6	-5.2	2
CCOC(=O)c1sc(NC(=O)c2ccc3nc[nH]c3c2)nc1C	-2	-0.4	-3.1	-12	5	-1.1	0.4	-5.2	15
O=C(NC(=S)Nc1cccc2cnccc12)c1ccccc1	-3	1.9	0.0	-1	0	-2.8	-1.4	-0.3	6
O=C1NC[C@H](Cc2ccccc2)N(CC2CCN(CCC3CCCC3)CC2)C1=O	-5	-0.3	0.2	0	7	x	0.3	-0.6	15
O=C(NC1CCCCCC1)C(=O)NC1CCCC1	-2	1.3	-1.0	-4	1	-2.0	x	0.6	8
